Screening results: PubChem BioAssay, National Center for Advancing Translational Sciences (NCATS)
AmpC no deterg: AmpC beta-lactamase inhibition without detergent | P00811 | AmpC nitrocefin hydrolysis, absorbance 480 nm, 0.0001% Triton | Potency, µM (titrated, usually from 57.1 µM), for the others: top-dose activity change, negative = inhibition, actives largely listed as inhibitors | hit rate 0.52% among 330,000 | AID 485341;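 note: potency is the fitted concentration of half-maximal effect; plate controls were no compound for no effect and no enzyme for full effect; nearly all actives have a fitted effect of over 20% in size; some results filed as inactive show a strong effect at the top dose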
Target sequence (P00811 whole entry, looked up): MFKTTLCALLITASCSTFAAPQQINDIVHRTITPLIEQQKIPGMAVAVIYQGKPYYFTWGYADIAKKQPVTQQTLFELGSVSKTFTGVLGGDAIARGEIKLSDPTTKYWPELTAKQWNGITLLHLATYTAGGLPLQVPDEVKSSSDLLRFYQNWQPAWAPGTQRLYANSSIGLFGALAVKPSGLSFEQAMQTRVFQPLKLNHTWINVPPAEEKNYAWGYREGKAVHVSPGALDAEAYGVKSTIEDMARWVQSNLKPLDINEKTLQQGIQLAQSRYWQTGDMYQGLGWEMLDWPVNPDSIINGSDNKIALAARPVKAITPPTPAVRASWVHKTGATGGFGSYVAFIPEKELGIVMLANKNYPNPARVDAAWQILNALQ
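AmpC (5.3 nM in the dispensed reagent) in 20 mM phosphate pH 7.0 with 0.01% (detergent screen) or 0.0001% Triton X-100 was preincubated with compounds for 15 min at room temperature. Nitrocefin was then added from an 800 uM solution, and hydrolysis was followed at 480 nm.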
AMA1-RON2 inh: disrupts binding of P. falciparum AMA1 to RON2; AlphaScreen AMA1-biotinylated RON2 peptide binding; AID 720542; Potency, µM (doses to about 58.2 µM), inactives show top-dose activity change, negative = inhibition, actives largely listed as inhibitors; hit rate 0.2% among 360,000;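 note: potency is the fitted concentration of half-maximal effect; 0% = vehicle wells and -100% = peptide control; nearly all actives have a fitted effect of over 45% in size; some results filed as inactive show a strong effect at the top dose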
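AMA1 (3D7) with his tag at 25 nM final met compounds first, then biotinylated RON2 peptide at 25 nM; detection used donor plus acceptor beads, 10 µg/mL apiece, read by AlphaScreen after 30 min at room temperature.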
AmpC detergent: blocks E. coli AmpC beta-lactamase in detergent assay; P00811; AmpC hydrolysis of nitrocefin, absorbance 480 nm, 0.01% Triton; Potency, µM (highest dose often 114 µM), inactives show top-dose activity change, negative = inhibition, most hits filed as inhibitors; hit rate 0.041% among 370,000; AID 485294;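 note: potency is the fitted concentration of half-maximal effect; 0% = no-compound wells and -100% = no-enzyme wells; nearly all actives have a fitted effect of over 25% in size; some results filed as inactive show a strong effect at the top dose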
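20 mM phosphate pH 7.0 + 0.01% (detergent screen) or 0.0001% Triton X-100; 5.3 nM AmpC reagent; cpd preinc 15 min RT; nitrocefin (800 uM stock) to start; A480 q20 s × 4 min; Activity was normalised to no-enzyme and no-compound control wells.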
HCMV inh: inhibitors of human cytomegalovirus; hit rate 4.5% among 410,000; HFF cells, HCMV-luciferase reporter, 72 h; active compounds read low; activity change, negative = inhibition, % at 57.5 µM; in the data active = activity change below about -60%; inconclusive = no clear call, values can overlap the other calls; inactive = above about -39%
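Screen run at 2 compound doses on HFFs infected with reporter HCMV, MOI 1 PFU/cell. Luciferase activity from cell lysates at 72 h post infection gave inhibition relative to buffer-only and Salinomycin wells.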
LmPK inhibitor: inhibitors of Leishmania mexicana pyruvate kinase. Q27686. purified LmPK, Kinase-Glo ATP luminescence, 1 h. Potency, µM (doses to about 57.5 µM), inactives show at the top dose activity change, negative = inhibition, usual class: inhibitors. hit rate 0.37% among 290,000; note: potency is the fitted concentration of half-maximal effect
Target sequence (Q27686 whole entry, looked up): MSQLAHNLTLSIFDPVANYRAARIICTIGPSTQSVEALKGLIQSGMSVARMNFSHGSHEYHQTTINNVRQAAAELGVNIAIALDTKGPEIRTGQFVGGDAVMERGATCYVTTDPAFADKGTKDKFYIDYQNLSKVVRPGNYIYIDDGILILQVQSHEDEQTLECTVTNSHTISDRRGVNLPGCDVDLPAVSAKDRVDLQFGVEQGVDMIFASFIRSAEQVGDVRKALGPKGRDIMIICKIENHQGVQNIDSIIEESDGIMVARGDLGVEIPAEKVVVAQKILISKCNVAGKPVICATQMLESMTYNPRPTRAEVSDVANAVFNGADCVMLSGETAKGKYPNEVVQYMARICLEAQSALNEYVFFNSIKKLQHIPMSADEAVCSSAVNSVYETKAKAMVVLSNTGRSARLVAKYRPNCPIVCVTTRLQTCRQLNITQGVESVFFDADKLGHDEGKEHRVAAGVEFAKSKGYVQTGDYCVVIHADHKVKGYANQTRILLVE
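0.1 nM LmPK, 0.5 mM PEP, 0.1 mM ADP; 50 mM imidazole pH 7.2, 7 mM MgCl2, 50 mM KCl; 1 h RT. Kinase-Glo luminescence readout, normalized to no-enzyme (full inhibition) and uninhibited wells.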
Tb PYK inh: blocks Trypanosoma brucei pyruvate kinase; hit rate 0.12% among 410,000; Q57TT1; AID 624173; TbPYK enzyme, Kinase-Glo Plus ATP luminescence, 45 min; Potency, µM (series often up to 76.8 µM), without a hit: at the top dose activity, negative = inhibition, actives largely listed as inhibitors; note: potency is the fitted concentration of half-maximal effect; nearly all actives have a fitted effect of over 50% in size
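ADP (130 uM final) triggers the TbPYK reaction after compound addition; incubation is 45 min at room temperature. Kinase-Glo Plus is then added and luminescence imaged. Normalized data are fitted to concentration-effect curves.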
HCV inh: HCV inhibition; Potency, µM (titrated, usually from 41.8 µM), for inactives: top-dose activity change, negative = inhibition, hits mostly inhibitors; hit rate 3.4% among 340,000; Huh7.5.1 HCVcc-Cre infection, luciferase reporter, 44 h; AID 651820; note: potency is the fitted concentration of half-maximal effect
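Infectious HCVcc-Cre (~0.5 moi) was added to cells just after compound, with cells seeded 4 h earlier at 1,000 per well. Luciferase activity after 44 h culture reported infection; substrate was incubated 15 min at room temperature before reading.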
Active calls of the source: *; & = joins results of further samples; ! = not active in a repeat; [ ] = dose if it differs, or a comment. Unless noted, calls come from the whole dose curve; as a rule, active = well fitted curve in the direction sought with a large enough effect; inconclusive = small, poorly fitted or top-dose-only effect, or another doubt; inactive = no such curve, though single readings can be large; an effect the other way counts as inactive or inconclusive. Unless noted, % is set by controls: 0 for no effect and ±100 for the full control effect.

What do the screens show for `Fc1cccc(-c2cc3nc4c(c(N5CCOCC5)n3n2)CCCC4)c1`?
AmpC no deterg: -3.8%; AMA1-RON2 inh: -0.4%; AmpC detergent: -6.7%; HCMV inh: 66.3; LmPK inhibitor: -2.9%; Tb PYK inh: -12.4%; HCV inh: 3.55µM*

Results for CC(C)C1=C2CCCCC2NC(=O)N1 (stereo not drawn) ?
AmpC no deterg: -18.5%; AMA1-RON2 inh: 25.8%; AmpC detergent: -3.0%; HCMV inh: 65.6; LmPK inhibitor: -14.4%; Tb PYK inh: -2.4%; HCV inh: inconclusive

How did COc1ccccc1P(=O)(Cc1ccccc1)c1ccccc1 (stereo not drawn) do in these assays?
AmpC no deterg: -1.1%; AMA1-RON2 inh: -5.3%; AmpC detergent: -0.4%; LmPK inhibitor: -5.5%; Tb PYK inh: 0.6%; HCV inh: 3.2%

How did CN1CCN(NC(=S)Nc2ccccc2)CC1 do in these assays?
AmpC no deterg: -23.6%; AMA1-RON2 inh: -7.0%; AmpC detergent: 2.1%; HCMV inh: 1.6; LmPK inhibitor: 3.2%; Tb PYK inh: -2.3%; HCV inh: 6.9%

How did CCOc1ccc(-c2nc(CCl)cs2)cc1 do in these assays?
AmpC no deterg: -12.5%; AMA1-RON2 inh: -12.1%; AmpC detergent: -6.1%; HCMV inh: 3.2; LmPK inhibitor: -15.5%; Tb PYK inh: 0.8%; HCV inh: 10.9%

What do the screens show for `COc1cc(-c2nc3cnccn3c2Nc2c(C)cccc2C)ccc1O`?
AmpC no deterg: 0.9%; AMA1-RON2 inh: 47.7%[activator]; AmpC detergent: -7.9%; HCMV inh: 30.0; LmPK inhibitor: -4.8%; Tb PYK inh: 5.8%; HCV inh: 9.3%

Results for COc1ccc(NC(=O)CCN2C(=O)c3ccccc3C2=O)cc1 ?
AmpC no deterg: -12.7%; AMA1-RON2 inh: -0.3%; AmpC detergent: inconclusive; HCMV inh: -18.7; LmPK inhibitor: 2.9%; Tb PYK inh: 2.4%; HCV inh: 5.7%

What do the screens show for `CCc1nn(CCCC(=O)NCc2ccccc2Br)c(=O)c2cc3occc3n12`?
AmpC no deterg: -2.8%; AMA1-RON2 inh: 26.5%; AmpC detergent: 15.9%; HCMV inh: -68.1*!; LmPK inhibitor: 11.5%; Tb PYK inh: -19.8%&-1.6%; HCV inh: 37.6%[activator]

What do the screens show for `c1cc2c(cc1N1CCCCC1)CNCc1cnnn1-2`?
AMA1-RON2 inh: 1.1%; HCMV inh: 29.9; Tb PYK inh: -2.4%

Results for O[C@@H]1[C@@H](O)C=C2CCN3Cc4cc5c(cc4[C@H]1C23)OCO5 (stereo partly drawn) ?
AmpC no deterg: -15.9%; AMA1-RON2 inh: 4.5%; AmpC detergent: inconclusive; HCMV inh: -97.6*; Tb PYK inh: -0.8%; HCV inh: 3.16µM*

Results for COCCn1c(SCC#N)nnc1-c1ccc([N+](=O)[O-])cc1 ?
AmpC no deterg: -14.7%; AMA1-RON2 inh: -13.8%; AmpC detergent: 5.3%; HCMV inh: 13.4; LmPK inhibitor: -1.1%; Tb PYK inh: 2.9%; HCV inh: 5.8%

How did c1ccc(Cn2nnnc2C(c2cccs2)N2CCCCCC2)cc1 (stereo not drawn) do in these assays?
AmpC no deterg: -13.7%; AMA1-RON2 inh: -0.3%; AmpC detergent: -13.1%; HCMV inh: inconclusive; LmPK inhibitor: 0.4%; Tb PYK inh: -7.6%; HCV inh: -12.3%

Results for Cc1onc(-c2ccccc2)c1C(=O)NCc1ccco1 ?
AmpC no deterg: -18.8%; AMA1-RON2 inh: -5.2%; AmpC detergent: 2.7%; HCMV inh: 21.4; LmPK inhibitor: 0.5%; Tb PYK inh: -9.9%; HCV inh: -29.4%

What do the screens show for `O=[N+]([O-])c1ccccc1S(=O)(=O)N1CCCC(C(F)(F)F)C1` (stereo not drawn)?
AmpC no deterg: -9.9%; AMA1-RON2 inh: -16.8%; AmpC detergent: -3.1%; HCMV inh: -26.2; LmPK inhibitor: 0.3%; Tb PYK inh: -5.1%; HCV inh: 30.1%[activator]

What do the screens show for `O=C(CCNC(=O)c1ccccc1Cl)NN=Cc1ccco1`?
AmpC no deterg: -11.7%; AMA1-RON2 inh: -0.9%; HCMV inh: -33.0; Tb PYK inh: -0.4%; HCV inh: 16.0%

What do the screens show for `Cc1cccc(NC(=O)c2cc(S(=O)(=O)c3ccccc3)ccc2Cl)c1`?
AmpC no deterg: -38.0%; AMA1-RON2 inh: 4.1%; AmpC detergent: -13.5%; HCMV inh: -106.8*; LmPK inhibitor: 1.8%; Tb PYK inh: 5.8%; HCV inh: 7.94µM*

How did Cc1ccccc1-n1c(Cn2c(=O)sc3ccccc32)nnc1SCC(=O)Nc1nccs1 do in these assays?
AmpC no deterg: -30.2%; AMA1-RON2 inh: -0.7%; AmpC detergent: -3.7%; HCMV inh: -11.8; LmPK inhibitor: 5.5%; Tb PYK inh: -14.6%; HCV inh: -1.3%

What do the screens show for `Cc1ccc2nc(N3CCN(c4cccc(Cl)c4)CC3)c3nnnn3c2c1`?
AmpC detergent: 0.6%; HCMV inh: -71.6*; Tb PYK inh: -2.6%

What do the screens show for `CN1C(=O)CC(NNC(=O)c2ccc(Cl)cc2)C1=O` (stereo not drawn)?
AmpC no deterg: -17.4%; AMA1-RON2 inh: -16.2%; AmpC detergent: -12.0%; HCMV inh: 27.9; LmPK inhibitor: -2.1%; HCV inh: 6.8%

Results for Cc1oc(C(C)(C)C)cc1C(=O)Nc1ccc(N2CCOCC2)cc1 ?
AmpC no deterg: 58.7%; AMA1-RON2 inh: -17.3%; AmpC detergent: 9.3%; HCMV inh: -20.0; LmPK inhibitor: -0.5%; Tb PYK inh: -6.8%; HCV inh: inconclusive

What do the screens show for `COc1ccc(CCCC(=O)N/N=C\c2cccs2)cc1`?
AmpC no deterg: -44.9%; AMA1-RON2 inh: -4.2%; AmpC detergent: inconclusive; HCMV inh: -13.5; LmPK inhibitor: -4.3%; Tb PYK inh: 1.5%; HCV inh: -8.5%

How did CC(=O)c1cccc(S(=O)(=O)NCC2CCCCC2)c1 do in these assays?
AmpC no deterg: -29.5%; AMA1-RON2 inh: 19.2%; AmpC detergent: -17.9%; HCMV inh: 12.5; LmPK inhibitor: 2.0%; Tb PYK inh: -2.3%; HCV inh: -6.6%

Results for Cc1cccc(OCC(=O)Nc2ccc(NC(=O)c3ccccc3)cc2)c1 ?
AmpC no deterg: -22.2%; AMA1-RON2 inh: 12.6%; AmpC detergent: 0.5%; HCMV inh: -1.2; LmPK inhibitor: 5.5%; Tb PYK inh: -8.2%; HCV inh: 10.1%

How did COc1ccc(CN2C(=O)C(CC(=O)NCC3CCCCC3)CC(C(=O)N(C(C)C)C(C)C)=C2C)cc1 (stereo not drawn) do in these assays?
AMA1-RON2 inh: -1.2%; HCMV inh: 17.6; Tb PYK inh: 6.9%

How did COc1ccc(OCC(=O)OCc2cc(=O)n3nc(C4CC4)sc3n2)cc1 do in these assays?
AmpC detergent: 1.3%; HCMV inh: 14.9; Tb PYK inh: -0.9%

How did CCOC(=O)C1ON2CCCCC2C1(O)C(F)(F)F (stereo not drawn) do in these assays?
AmpC no deterg: -17.6%; AMA1-RON2 inh: 3.3%; AmpC detergent: -4.8%; HCMV inh: -39.7; LmPK inhibitor: -10.2%; Tb PYK inh: -0.1%; HCV inh: 9.6%

What do the screens show for `COc1ccccc1NC(=O)COC(=O)Cc1c[nH]c2ccccc12`?
AmpC no deterg: -21.9%; AMA1-RON2 inh: -3.7%; AmpC detergent: -0.2%; HCMV inh: 170.1; LmPK inhibitor: 0.1%; Tb PYK inh: -5.6%; HCV inh: inconclusive

What do the screens show for `O=c1oc2cc(O)ccc2s1`?
AmpC no deterg: -21.2%; AMA1-RON2 inh: -0.8%; AmpC detergent: inconclusive; HCMV inh: 31.4; Tb PYK inh: 2.6%&-7.2%; HCV inh: 0.1%&-6.6%

Results for O=C(Nc1ccccc1N1CCCCC1)c1ccc(F)cc1 ?
AmpC no deterg: -16.9%; AMA1-RON2 inh: -3.3%; AmpC detergent: -1.5%; HCMV inh: -25.3; LmPK inhibitor: 1.7%; Tb PYK inh: -13.6%; HCV inh: inconclusive

How did COc1ccc(NC(=O)COc2cccc3c2OC(C)(C)C3)c(OC)c1 do in these assays?
AmpC no deterg: 3.0%; AMA1-RON2 inh: -9.5%; AmpC detergent: -12.9%; HCMV inh: -12.6; Tb PYK inh: 4.9%; HCV inh: inconclusive

How did CC(C)C(=O)Nc1nnn(C)n1 do in these assays?
AmpC no deterg: -11.7%; AMA1-RON2 inh: 0.5%; AmpC detergent: -0.8%; HCMV inh: 14.1; LmPK inhibitor: 0.0%; Tb PYK inh: -6.2%; HCV inh: 24.3%

What do the screens show for `COc1ccc([C@H]2C[C@H](O)[C@@H](n3cc(-c4ccc(F)cc4)nn3)CN2Cc2cccs2)cc1`?
AMA1-RON2 inh: 1.5%; HCMV inh: -67.1*; Tb PYK inh: -4.5%

How did Cc1cc(NC(=O)C(C)SCC(=O)OCC(=O)N(C)c2ccccc2)no1 (stereo not drawn) do in these assays?
AmpC no deterg: -4.3%; AMA1-RON2 inh: -4.4%; AmpC detergent: -0.6%; HCMV inh: -28.5; Tb PYK inh: 0.5%; HCV inh: -0.9%

What do the screens show for `CCCn1c(Cc2ccccc2)n[nH]c1=S`?
AmpC no deterg: -2.1%; AMA1-RON2 inh: 23.3%; AmpC detergent: inconclusive; HCMV inh: 47.0; LmPK inhibitor: -27.9%; Tb PYK inh: inconclusive; HCV inh: 6.2%
